Assay outcomes: PubChem BioAssay, National Center for Advancing Translational Sciences (NCATS)
RGS4 inhibitor: inhibitors of human regulator of G protein signaling 4. P49798. Transcreener GDP fluorescence polarization, RGS4-accelerated GTP hydrolysis. Potency, µM (series often up to 114 µM), for inactives: top-dose activity change, negative = inhibition, most hits filed as inhibitors. hit rate 0.039% among 390,000. AID 504845; note: % is set by controls: 0 for no effect and ±100 for the full control effect; nearly all actives have a fitted effect of over 75% in size; some results filed as inactive show a strong effect at the top dose
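MLSMR compounds (23 nl, pin-transferred) preincubated 10 min at room temperature with a 500nM (2x) first reagent, then RGS4 at 900nM (2x) plus Transcreener GDP mix added; fluorescence polarization (620/688 nm) read before and after 90 min at 30 °C.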
Vif-APOBEC3F blk: inhibitors of Vif-A3F interaction; Potency, µM (titrated, usually from 46.1 µM), without a hit: top-dose activity, negative = active; hit rate 0.2% among 390,000; HeLa A3F-eYFP + Vif (tagged APOBEC3F with the HIV-1 protein that degrades it), YFP fluorescence increase; AID 602313; note: % of control where 0% means no effect; nearly all actives have a fitted effect of over 65% in size
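HeLa cells stably expressing Vif plus C-terminally eYFP-tagged A3F were seeded, incubated overnight at 37 deg C, dosed with compound, incubated overnight again at 37 deg C. Yellow fluorescence (Ex 488/Em 500-530) reported blocked Vif-mediated A3F-eYFP degradation.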
ALOX12 inh: ALOX12 (human) lipoxygenase inhibition. AID 1671190. P18054. purified 12hLO, xylenol orange hydroperoxide absorbance. Potency, µM (titrated, usually from 108 µM), for the others: at the highest dose activity change, negative = inhibition, actives largely listed as inhibitors. hit rate 1.1% among 580,000; note: % is set by controls: 0 for no effect and ±100 for the full control effect
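Purified human 12hLO at 150 nM in 25 mM Hepes, 0.01% Triton X-100, pH 7.0, preincubated 15 min at room temperature with compound. Reaction started with 40 uM arachidonic acid, 30 min at room temperature. Hydroperoxide measured by Fe-xylenol orange, 573/405 nm absorbance ratio.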
TrxR1 substrate: substrates of rat thioredoxin reductase 1; O89049; purified TrxR1 substrate turnover, NADPH consumption readout; Potency, µM (series often up to 114 µM), for the others: at the highest dose activity change, negative = substrate turnover; hit rate 0.01% among 390,000; AID 588456; note: % is set by controls: 0 for no effect and ±100 for the full control effect; nearly all actives have a fitted effect of over 50% in size
Target sequence (O89049 whole entry, looked up): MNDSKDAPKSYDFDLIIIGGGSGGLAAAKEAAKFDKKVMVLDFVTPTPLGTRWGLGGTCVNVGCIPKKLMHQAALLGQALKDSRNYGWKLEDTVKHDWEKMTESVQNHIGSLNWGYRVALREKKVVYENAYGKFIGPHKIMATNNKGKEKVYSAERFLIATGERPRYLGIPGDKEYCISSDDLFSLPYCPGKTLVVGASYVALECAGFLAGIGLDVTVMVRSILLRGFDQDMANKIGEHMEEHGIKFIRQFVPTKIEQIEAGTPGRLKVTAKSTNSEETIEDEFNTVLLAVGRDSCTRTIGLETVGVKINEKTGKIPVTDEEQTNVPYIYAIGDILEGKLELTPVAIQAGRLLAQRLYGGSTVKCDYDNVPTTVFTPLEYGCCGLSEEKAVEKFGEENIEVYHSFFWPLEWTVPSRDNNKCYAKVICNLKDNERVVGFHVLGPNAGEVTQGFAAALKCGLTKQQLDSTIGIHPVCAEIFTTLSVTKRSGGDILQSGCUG
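Rat TrxR1, dispensed at 90 nM, was prereduced with 400 uM NADPH (final) for 5 min at ~22 deg C, then incubated with compound 15 min before 400 uM selenite. A first-read NADPH fluorescence drop versus no-compound background flagged substrates.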
rTrxR1 inhibitor: rat TrxR1 inhibition; O89049; recombinant rTrxR1, NADPH fluorescence consumption, selenite substrate; Potency, µM (top dose mostly 114 µM), inactives show at the top dose activity change, negative = inhibition, most hits filed as inhibitors; hit rate 1% among 390,000; note: % is set by controls: 0 for no effect and ±100 for the full control effect; nearly all actives have a fitted effect of over 65% in size
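Rat TrxR1 (90 nM in the dispensed reagent) was pre-reduced with 400 uM NADPH for 5 min at room temperature, then incubated with compound for 15 min. After 400 uM selenite was added, NADPH fluorescence (Ex 340/Em 450 nm) was followed for 8 min.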
Vif-A3G inh: blocks the Vif interaction with human APOBEC3G. Q9HC16. HeLa A3G-eYFP + Vif (tagged APOBEC3G with the HIV-1 protein that degrades it), YFP fluorescence, overnight. Potency, µM (top dose mostly 46.1 µM), inactives show at the highest dose activity, negative = active, most hits filed as inhibitors. hit rate 0.076% among 410,000. AID 602310;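 note: % is set by controls: 0 for no effect and ±100 for the full control effect; nearly all actives have a fitted effect of over 60% in size; hits raise eYFP signal because A3G escapes Vif-driven loss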
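HeLa cells stably expressing Vif and C-terminally eYFP-tagged A3G, seeded overnight at 37 deg C, then exposed to compound by pintool overnight at 37 deg C. Rise in yellow fluorescence (Ex 488/Em 500-530, Acumen) marks blocked Vif-driven A3G degradation.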
USP1 inh: inhibitors of human USP1/UAF1 deubiquitinase. O94782. recombinant USP1/UAF1, Ub-Rhodamine cleavage fluorescence. Potency, µM (doses to about 57.1 µM), for the others: at the highest dose activity change, negative = inhibition, actives largely listed as inhibitors. hit rate 0.23% among 390,000; note: % is set by controls: 0 for no effect and ±100 for the full control effect; nearly all actives have a fitted effect of over 60% in size; inactives centre near -12
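USP1/UAF1 complex at 1 nM was preincubated with compound for 15 min at room temperature, then Ub-Rho substrate (150nM final) was added. Fluorescence (480/540 nm) was read kinetically, 6 reads every 60 seconds.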
IDH1 R132H inh: blocks human mutant IDH1 R132H enzyme. O75874. IDH1-R132H enzyme, NADPH consumption, diaphorase/resazurin fluorescence. Potency, µM (series often up to 76.6 µM), for the others: top-dose activity change, negative = inhibition, actives largely listed as inhibitors. hit rate 0.093% among 390,000. AID 602179; note: % is set by controls: 0 for no effect and ±100 for the full control effect; nearly all actives have a fitted effect of over 65% in size
Target sequence (O75874 whole entry R132H, stated change not applied): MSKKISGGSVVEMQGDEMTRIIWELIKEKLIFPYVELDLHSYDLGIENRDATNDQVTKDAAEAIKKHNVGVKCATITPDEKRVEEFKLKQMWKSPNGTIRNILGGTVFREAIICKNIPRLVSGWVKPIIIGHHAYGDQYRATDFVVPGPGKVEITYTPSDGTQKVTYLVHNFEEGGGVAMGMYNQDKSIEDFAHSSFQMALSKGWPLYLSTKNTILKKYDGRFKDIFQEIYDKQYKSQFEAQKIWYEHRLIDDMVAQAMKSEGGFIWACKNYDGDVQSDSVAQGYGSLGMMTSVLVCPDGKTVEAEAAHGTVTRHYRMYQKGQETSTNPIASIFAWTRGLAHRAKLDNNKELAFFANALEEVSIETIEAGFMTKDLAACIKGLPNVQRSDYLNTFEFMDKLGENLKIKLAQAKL
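IDH1-R132H (0.5 ug/mL) preincubated 30 min with compound, then NADPH (0.016 mM) and alpha-KG (2 mM) added; 80 min at RT, pH 7.5. Remaining NADPH coupled via diaphorase/resazurin to fluorescence (540/590 nm); concentration-response curves normalized to no-enzyme control.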
RXFP1 ag: activates the human relaxin receptor RXFP1. HEK293T-RXFP1 cAMP TR-FRET, 30 min; response scale: percent of porcine relaxin response, buffer zero. Potency, µM (series often up to 57.5 µM), inactives show at the highest dose activation, hits mostly activators. hit rate 0.3% among 370,000. AID 2676; note: % is set by controls: 0 for no effect and ±100 for the full control effect; nearly all actives have a fitted effect of over 60% in size; many of its hits are not listed in these tables
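Agonist response is measured as cAMP accumulation in an RXFP1-transfected HEK293T line under PDE4 inhibition. Values are scaled between buffer-only and 29 nM porcine relaxin, and EC50s come from standard Hill equation fits.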
* marks the source's active call; other numbers are inactive results; ? = inconclusive; / = no result given; & = joins results of further samples; [ ] = dose if it differs, or a comment. Calls come from the whole dose curve; as a rule, active = well fitted curve in the direction sought with a large enough effect; inconclusive = small, poorly fitted or top-dose-only effect, or another doubt; inactive = no such curve, though single readings can be large; an effect the other way counts as inactive or inconclusive. Potency is the fitted concentration of half-maximal effect. A portion of the library, so the mix of outcomes need not match the whole.

Each structure is followed by: RGS4 inhibitor	Vif-A3G inh	RXFP1 ag	IDH1 R132H inh	Vif-APOBEC3F blk	USP1 inh	ALOX12 inh	rTrxR1 inhibitor	TrxR1 substrate
- COc1ccc(N2CCN(C(=O)c3cc(-c4ccc(F)cc4)[nH]c3C)CC2)cc1
→ 8%	2%	3.3%	13%	-4%	-15%	0%	16%	-1%
- CCCCCC(=O)Nc1ccc(-c2csc(C)n2)cc1
→ -32%	0%	-1.2%	5%	9%	-20%	-9%	-18%	-12%
- CCc1nn(CC(=O)N2CCN(c3cc(C)ccc3C)CC2)c(=O)c2cc3occc3n12
→ -39%[56.9 µM]	2%&5%	1.6%&1.3%	-4%&-7%	-5%&9%	?	2%&-15%	8%[57.1 µM]	5%[57.1 µM]
- Cc1ccc(S(=O)(=O)NC(C)C(=O)Nc2ccccc2C(=O)N2CCCC2)cc1 (stereo not given)
→ -6%[11.4 µM]	1%	0.9%	3%	-8%	-19%	0%	39%[activator][57.1 µM]	20%
- CC(C)(/C=N/NC(=O)CSCc1ccccc1Cl)CCC#N
→ 9%	-3%	-0.1%	8%	6%	0%	-1%	20%	4%
- O=C1C=CC2C(c3ccc4c(c3)OCO4)CC1N2Cc1ccccc1 (stereo not given)
→ -30%	0%	2.3%	9%	0%	-19%	?	-32%	-2%
- Cc1ccc(CNC(=O)c2ccc(Cn3cc(-c4ccc(C)cc4)nc3-c3ccncc3)cc2)cc1
→ 15%	0%	1.8%	-22%	-11%	-20%	2%	33%	16%
- COC(=O)CCN(C(=O)c1cc([N+](=O)[O-])cc([N+](=O)[O-])c1)c1ccccn1
→ -29%	2%	1.4%	3%	-3%	-13%	0%	13%[57.1 µM]	-3%
- O=C(Nc1cc2cccc([N+](=O)[O-])c2oc1=O)c1cccs1
→ 7%	0%	1.7%	3%	4%	-9%	-13%	18%[57.1 µM]	2%[57.1 µM]
- CN(C)c1cc(-c2cccc([N+](=O)[O-])c2)oc(=O)c1Cl
→ -15%	0%	-3.2%	9%	4%	-3%	?	3%[57.1 µM]	-5%[57.1 µM]
- Cc1ccc(CONC(=O)c2ccc(Cl)cc2)cc1
→ 6%	-6%	1.2%	-6%	7%	-15%	0%	-1%	-3%
- O=C(NCCCN1CCN(CCCNC(=O)c2ccc3c(c2)OCO3)CC1)c1ccc2c(c1)OCO2
→ -3%[11.4 µM]	0%	0.8%	1%	-24%	-7%	0%	13%[57.1 µM]	8%[57.1 µM]
- Cc1ccc2oc(-c3cc(NC(=O)c4cccs4)cc(C)c3O)nc2c1
→ -10%	-1%	26%	-4%	1%	-25%	-4%	28%	4%
- CSc1ccc(CCNc2ncnc3onc(-c4ccc(Cl)cc4)c23)cc1
→ 0%	11%	0.8%	-9%	-2%	-18%	-13%	5%	-7%
- COCCN1Cc2cccc(C(=O)Nc3cc(C)cc(C)c3)c2C1=O
→ -4%	-5%	1.4%	4%	2%	-25%	0%	9%[57.1 µM]	5%
- CCOC(=O)c1c(C)[nH]c(C)c1S(=O)(=O)NCC(=O)NCc1ccccc1C
→ -1%	-2%	1.1%	8%	3%	-29%	-6%	9%[57.1 µM]	4%[57.1 µM]
- c1ccc2c(c1)[nH]c1c3ccccc3sc21
→ -19%	-6%	2.4%	6%	0%	-14%	7%	1%[2.29 µM]	0%[57.1 µM]
- COc1ccc(C)cc1S(=O)(=O)NCc1cccs1
→ -33%	0%	-2.4%	0%	23%	-6%	-3%	2%	6%
- Cc1c(CCNC(=O)c2c(F)cccc2F)sc2nc(-c3ccc(F)cc3)nn12
→ 13%	/	2.1%	/	/	-23%	-7%	20%[57.1 µM]	0%[57.1 µM]
- Cc1cc(C)c(NC(=O)CSc2nnc(-c3ccco3)n2N)c(C)c1
→ 22%	-1%	2.5%	-1%	1%	-15%	0%	-18%	-8%
- CC1CCN(Cc2c(O)ccc3c(=O)c(-c4nc5ccccc5s4)c(N)oc23)CC1
→ 2%	3%	1.9%	4%	3%	-7%	-9%	-2%	39%[activator]
- CCOC(=O)c1cccc(NC(=O)CCn2c(=O)oc3ccccc32)c1
→ 5%&-9%	1%&-1%	2.2%&2.0%	-10%&12%	7%&-4%	-20%&-23%	0%&2%	-10%&1%	-6%&-1%
- C[C@@H]1CN([C@H](C)CO)C(=O)c2cc(NC(=O)Nc3ccc(C(F)(F)F)cc3)ccc2O[C@H]1CN(C)Cc1ccc(Cl)c(Cl)c1
→ 8%	-28%	/	7%	0%	-30%	?	15%	2%
- COc1ccc(-c2csc(NC(=O)CCS(=O)(=O)c3ccccc3)n2)c(OC)c1
→ -21%[56.9 µM]	-1%	1.0%	5%	7%	-20%	13%	20%[57.1 µM]	-7%[57.1 µM]
- CSc1nccc(-c2cc(Cl)sc2Cl)n1
→ 19%	-10%	1.0%	15%	-7%	-18%	-14%	-15%	-7%[57.1 µM]
- CC(=O)c1c(C)[nH]c(C(=O)OCC(=O)NCCC2=CCCCC2)c1C
→ 11%	-7%	-2.0%	18%	-5%	-1%	-26%	-20%	-15%
- N/C(=N\OC(=O)Cc1ccccc1)c1ccncc1
→ 4%[11.4 µM]	4%	0.4%	0%	1%	-22%	-1%	14%	2%
- CCOc1ccc2nc(N3CCC(C(=O)Nc4nnc(CC)s4)CC3)sc2c1
→ -10%	2%	-1.2%	-6%	-5%	-16%	6%	24%	2%
- O=C1NC(Cc2ccc(O)cc2)c2nc3ccc(F)cc3c(=O)n2-c2cc(Cl)ccc21 (stereo not given)
→ ?	1%	/	4%	5%	?	-14%	4%	1%
- CCOC(=O)Cc1csc(NC(=O)c2cc(-c3ccncc3)nc3ccccc23)n1
→ -22%	-18%	1.4%	3%	1%	-16%	?	12%	2%

Ordered by the number under RGS4 inhibitor (ascending): 3 from the list above.
Structure	RGS4 inhibitor	RXFP1 ag	USP1 inh	ALOX12 inh	rTrxR1 inhibitor	TrxR1 substrate
COC(=O)CCN(C(=O)c1cc([N+](=O)[O-])cc([N+](=O)[O-])c1)c1ccccn1	-29%	1.4%	-13%	0%	13%[57.1 µM]	-3%
Cc1ccc(CNC(=O)c2ccc(Cn3cc(-c4ccc(C)cc4)nc3-c3ccncc3)cc2)cc1	15%	1.8%	-20%	2%	33%	16%
Cc1cc(C)c(NC(=O)CSc2nnc(-c3ccco3)n2N)c(C)c1	22%	2.5%	-15%	0%	-18%	-8%

(listing goes on)
Each structure is followed by: RGS4 inhibitor	Vif-A3G inh	RXFP1 ag	IDH1 R132H inh	Vif-APOBEC3F blk	USP1 inh	ALOX12 inh	rTrxR1 inhibitor	TrxR1 substrate
- COc1ccc(CNC(=O)c2ccc(CS(=O)Cc3ccc(Cl)cc3)o2)cc1 (stereo not given)
→ -29%[56.9 µM]	-5%	1.0%	-2%	4%	-10%	-17%	?	0%
- CCOc1ccc(N2C(=O)C(=O)/C(=C(/O)c3ccccc3)C2c2ccccc2[N+](=O)[O-])cc1 (stereo not given)
→ -51%	-8%	0.4%	9%	1%	-10%	?	28%[11.4 µM]	-21%[11.4 µM]
- N/C(=N\OC(=O)COc1ccc(Br)cc1Cl)c1cccnc1
→ 4%	-6%	-1.5%	-4%	-21%	-13%	10%	7%	-3%
- CCOC(=O)c1ccc(NC(=O)CCn2ccc(C)n2)cc1
→ 10%	1%	-1.0%	2%	-1%	-1%	4%	11%[57.1 µM]	2%[57.1 µM]
- COc1ccccc1N1CCN(C(=O)C(=O)N/N=C/c2ccccc2F)CC1
→ -52%	1%	1.5%	7%	1%	-16%	-3%	21%	4%
- Cc1ccc(Cc2cnc(N3C(=N)SC(c4ccccc4)C3=O)s2)cc1 (stereo not given)
→ -35%	-1%	-2.9%	5%	0%	-4%	32%	?	-7%
- Cc1nc2ccn(Cc3ccco3)c(=O)c2cc1C(=O)N1CCN(c2ccc(F)cc2)CC1
→ -24%	3%	3.5%	13%	-3%	3%	-15%	0%[57.1 µM]	3%[57.1 µM]
- COc1ccc(N2C(=O)CC(c3cc(OC)c(OC)c(OC)c3)CC2=O)cc1
→ -6%	-28%	0.9%	-8%	0%	-8%	0%	17%	6%
- COc1cc(C(=O)Nc2ccc(S(=O)(=O)Nc3nccc(C)n3)cc2)c([N+](=O)[O-])cc1OC
→ 17%	-2%	1.9%	22%	?	-2%	-9%	16%	-2%
- COc1ccc(C2(CNC(=O)/C=C\c3ccco3)CCCC2)cc1OC
→ ?	-2%	-0.4%	12%	0%	-13%	45µM*	10µM*	-1%
- Cc1ccc(S(=O)(=O)C2(C(=O)N3CCN(C4CCCCC4)CC3)CC2)cc1
→ -32%	1%	-1.8%	0%	-11%	-8%	-8%	1%	4%
- Cc1n[nH]c(C)c1CCCCOc1ccccc1
→ ?	1%	-2.0%	5%	8%	-12%	-10%	23%[57.1 µM]	4%[57.1 µM]
- CC1=C(C(=O)Nc2cccc(C(=O)N3CCC(C(N)=O)CC3)c2)SCCO1
→ 12%[56.9 µM]	-1%	1.8%	-12%	6%	-1%	2%	7%[57.1 µM]	0%[57.1 µM]
- COc1cccc(C(=O)N2CCN(Cc3ccccc3C(F)(F)F)CC2)c1
→ 4%[11.4 µM]	-5%	2.4%	5%	6%	-6%	-36%	2%[57.1 µM]	-10%
